# N-glyco inh: blocks N-linked glycosylation in D54 reporter cells. D54 ERlucT glycosylation luciferase reporter, 24 h; percent of 100 nM tunicamycin response. reporter increase, % at 12.5 µM. 360,000 compounds, 0.23% hits. AID 588692;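 active = mean luciferase reporter signal, scaled so untreated is 0 and the glycosylation-blocking control 100, at or above a set limit in every replicate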;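 also: luciferase carries N-glycosylation sites so blocking glycosylation raises the light; 0% = median of neutral control wells and 100% = median of 100 nM tunicamycin wells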
# NOD2-RIPK2 inh: blocks binding of human NOD2 to RIPK2; O43353; 360,000 compounds, 0.38% hits; CHO BLA complementation NOD2-RIPK2, CCF4 ratio; inhibition, % at 4.98 µM; AID 624267; in the data active = inhibition above about 21%;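 also: 0% = vehicle only and 100% = reference blocker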
# Target sequence (O43353 whole entry, looked up): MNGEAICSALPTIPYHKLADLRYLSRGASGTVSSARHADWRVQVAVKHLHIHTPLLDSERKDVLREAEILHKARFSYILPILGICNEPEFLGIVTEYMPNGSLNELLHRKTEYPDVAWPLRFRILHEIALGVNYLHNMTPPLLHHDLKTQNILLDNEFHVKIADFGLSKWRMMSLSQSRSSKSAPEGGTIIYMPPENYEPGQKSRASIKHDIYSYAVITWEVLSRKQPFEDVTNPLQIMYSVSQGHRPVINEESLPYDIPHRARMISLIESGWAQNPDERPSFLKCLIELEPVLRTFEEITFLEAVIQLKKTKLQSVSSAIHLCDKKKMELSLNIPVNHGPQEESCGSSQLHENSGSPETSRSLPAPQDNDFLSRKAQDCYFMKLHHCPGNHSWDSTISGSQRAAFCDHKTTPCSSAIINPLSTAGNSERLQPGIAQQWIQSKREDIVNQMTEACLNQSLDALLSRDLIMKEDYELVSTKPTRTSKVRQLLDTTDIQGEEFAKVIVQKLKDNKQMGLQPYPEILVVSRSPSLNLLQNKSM
# MC4R antag cAMP: blocks human MC4R cAMP signaling | P32245 | MC4R-expressing cells, MTII-stimulated cAMP, LANCE TR-FRET | inhibition, % at 6.5 µM | 360,000 compounds, 0.48% hits | AID 540295;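 active = inhibition above its plate's cutoff, the mean of tested wells on that plate plus 3 SD, cut at about 29% in these data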;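 also: 0% = Melanotan II alone and 100% = Melanotan II plus saturating MCL0020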
#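 Assay system: U2OS-MC4R stable cell line; Also added: Melanotan II; Technique: Eu-cAMP/anti-cAMP TR-FRET, emission 671 nm; Times: 30-min compound, 1-h challenge, 1-h detection, room temperature.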
# TLR9-MyD88 block: blocks human TLR9 binding to MyD88; CHO BLA complementation TLR9-MyD88, CCF4 FRET ratio; 340,000 compounds, 0.21% hits; inhibition, % at 4.98 µM; AID 504734; Q9NR96+Q99836;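 active = inhibition above the mean over all tested compounds plus 3 SD, cut at about 21% in these data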;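 also: 0% = DMSO only wells and 100% = clavulanate BLA inhibitor control wells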
# MC4R ag barr: human MC4R agonism via beta-arrestin; P32245; U2OS MC4R beta-arrestin complementation, luminescence; percent of melanotan II response, DMSO zero; activation, % at 8.9 µM; 360,000 compounds, 0.98% hits;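 active = activation above a per-plate cutoff, the mean activation of sample wells on that plate plus 3 SD, cut at about 8% in these data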
# Cardio protect: myocardial damage modulation in H9c2 cells. H9c2 cardiomyocytes, H2O2 injury protection, ATPLite, 2 h. protection from H2O2 cell death, % at 20 µM. 360,000 compounds, 0.63% hits;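 active = compounds giving at least 50% protection of heart cells from peroxide-induced death in the single-dose screen, raw or plate-pattern-corrected value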;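 also: 0% = DMSO wells with peroxide and 100% = DMSO wells without peroxide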
# ABHD5-PLIN5 inh: blocks binding of human ABHD5 to perilipin-5 | inhibition, % at 4 µM | Q00G26+Q8WTS1 | Split G. princeps luciferase complementation, luminescence, 4 h | 360,000 compounds, 0.78% hits;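 active = inhibition above the mean inhibition across every tested compound plus 3 SD, cut at about 22% in these data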;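 also: 0% = DMSO only wells and the 100% control is not disclosed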
# m5-HT2A agonist: agonists of mouse serotonin 5-HT2A receptor (HTR2A). activation, % at 7.6 µM. P35363. 360,000 compounds, 0.66% hits. CHO-K1 mHTR2A beta-arrestin complementation, luminescence; percent of 30 µM serotonin response;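 active = activation above a run cutoff, the mean activation of all tested compounds plus 3 SD, cut at about 14% in these data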;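 also: 0% = plate median of compound wells and 100% = 30 µM serotonin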
# Target sequence (P35363 whole entry, looked up): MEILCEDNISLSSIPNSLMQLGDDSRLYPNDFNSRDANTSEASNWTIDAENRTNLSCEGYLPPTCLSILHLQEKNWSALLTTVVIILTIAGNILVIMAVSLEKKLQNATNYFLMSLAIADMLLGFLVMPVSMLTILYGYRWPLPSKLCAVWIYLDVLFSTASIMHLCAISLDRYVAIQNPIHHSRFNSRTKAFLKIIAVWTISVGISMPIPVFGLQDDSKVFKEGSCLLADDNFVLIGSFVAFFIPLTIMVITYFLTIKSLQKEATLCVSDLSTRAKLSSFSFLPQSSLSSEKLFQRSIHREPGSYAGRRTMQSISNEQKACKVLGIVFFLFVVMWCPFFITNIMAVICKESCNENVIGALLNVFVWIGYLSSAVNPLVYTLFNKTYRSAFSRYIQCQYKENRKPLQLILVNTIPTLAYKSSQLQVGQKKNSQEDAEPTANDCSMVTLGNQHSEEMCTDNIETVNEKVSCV
# ABCB6 inh 2: inhibitors of human ABC transporter ABCB6; AID 602162; 360,000 compounds, 0.19% hits; Q9NP58; fluorescence ratio to DMSO, % at 10 µM; K562-ABCB6 porphyrin accumulation, flow cytometry, 1 h; active compounds read low;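 active = fluorescence ratio to DMSO below 75%, the collection mean minus 3 SD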;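 also: signal is porphyrin accumulated inside mitochondria; 100% equals median channel fluorescence of DMSO control wells; lower ratio means ABCB6 inhibition with less porphyrin fluorescence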
# SRC2 inh: inhibits human steroid receptor coactivator 2; Q15596; HEK293 GAL4-SRC2 luciferase reporter, luminescence; inhibition, % at 9 µM; 370,000 compounds, 0.17% hits;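 active = inhibition above the mean inhibition of all tested compounds plus 3 SD, set per campaign, cut at about 52% in these data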;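 also: 0% = DMSO treated cells and 100% = cells given Gossypol at 36 µM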
# Starred values were filed as active, the others as inactive; . = not tested or not shown. An excerpt; count on the stated rates, not on these rows.
No.	SMILES	N-glyco inh	NOD2-RIPK2 inh	MC4R antag cAMP	TLR9-MyD88 block	MC4R ag barr
1	COc1cccc(NC(=O)CSc2nnc(Cc3cccs3)n2-c2ccc(C)cc2)c1	-1	7	4	-8	0.2
2	Cc1ccc(S(=O)(=O)CCC(=O)OCC(=O)NCCc2ccc(F)cc2)cc1	4	5	6	-5	-1.9
3	CCOC(=O)c1ccc2[nH]c(C)cc(=O)c2c1	2	-2	-1	0	-0.8
4	CCCCn1c(SCC(=O)N(C)C)nnc1-c1ccncc1	2	5	5	-8	0.9
5	COc1cc(OC)cc(C(=O)N(CCCN2C(=O)c3cccc4cccc(c34)C2=O)c2cccc(OC)c2)c1	4	-3	4	-8	-0.4
6	CN(Cc1ccccc1)c1cc2c(c3c1ccn3C)C1CCC2C1 (configuration not stated)	-1	-10	.	.	.
7	Cc1ccc(NS(=O)(=O)c2cn(C)c(=O)n(C)c2=O)c(C)c1	1	5	-1	-4	-0.1
8	O=C(COC(=O)c1cccs1)Nc1ccccc1Cl	2	1	2	5	-0.7
9	CCn1c(COc2ccccc2)nnc1SCC(=O)Nc1ccc2c(c1)OCCO2	-1	6	1	4	-1.1
10	NC(=O)C1CCN(C(=O)c2ccc(Cl)c(S(=O)(=O)N3CCCCCC3)c2)CC1	1	0	-6	-9	-1.9
11	NN=C(c1ccccc1)c1ccccc1	-1	1	17	.	-0.3
12	COc1ccc(Cl)c2sc(NC(=O)C3=COCCO3)nc12	10	-5	-11	-4	2.7
13	CC(=O)N1CCOc2ccc(S(=O)(=O)NCc3ccc(Cl)cc3)cc21	-1	-7	-10	3	0.8
14	Cc1ccc(N2CC(C(=O)N3CCOCC3)CC2=O)cc1C (configuration not stated)	0	-5	23	-2	1.2
15	CC(C)C[C@@H](CSc1ccccc1)N1CCN(CC(C)C)CCC1=O	-2	13	0	-4	2.5

No.	Cardio protect	ABHD5-PLIN5 inh	m5-HT2A agonist	ABCB6 inh 2	SRC2 inh
1	-4	-2	-6	95	-5
2	-4	-11	-3	98	-8
3	-4	7	0	102	-12
4	12	4	0	97	10
5	-3	8	4	97	5
6	-5	-34	-1	97	-4
7	9	-7	1	94	-4
8	8	-6	0	87	-1
9	-8	-8	2	73*	-2
10	4	4	-1	97	1
11	-2	-3	7	94	-9
12	0	-4	-5	97	-19
13	-2	7	-10	95	-8
14	1	-4	9	96	-20
15	-9	-2	-2	96	-17

# (list continues)
No.	SMILES	N-glyco inh	NOD2-RIPK2 inh	MC4R antag cAMP	TLR9-MyD88 block	MC4R ag barr
16	CCC(C(=O)OCC(=O)Nc1cc(OC)ccc1OC)c1ccccc1 (configuration not stated)	1	0	-2	3	2.5
17	COC(=O)c1cn(C(=O)c2cccc(C)c2)c2ccccc12	6	-13	7	4	-1.2
18	OC1CCN(C(=S)Nc2ccc(Oc3ccccc3)cc2)CC1	-2	2	4	3	0.1
19	COCCCNC(=S)Nc1c(C)cc(C)cc1C	-3	4	0	-11	-3.9
20	O=c1c2ccccc2nc(-c2ccc(Cl)cc2Cl)n1O	-1	1	4	3	-0.3
21	Cn1c(SCC(=O)N2CCc3ccccc3C2)nnc1-c1cccs1	-1	2	3	-3	1.3
22	O=C1C(Nc2ccc(O)cc2)=C/C(=N/S(=O)(=O)c2cccs2)c2ccccc21	-19	-3	-23	-5	-2.4
23	O=C(O)c1ccc(N2C(=O)CC(SC(=NCc3ccc4c(c3)OCO4)Nc3ccc(F)cc3)C2=O)cc1 (configuration not stated)	1	-8	13	-13	2.5
24	Cc1sc2ncnc(N3CCC(C(=O)N(C)CC(=O)Nc4cccc(F)c4)CC3)c2c1C	-9	3	1	-14	0.1
25	CCN1C(=O)C(=Cc2cccc(OC)c2Oc2ccc([N+](=O)[O-])cc2[N+](=O)[O-])SC1=S	-21	3	4	-12	-1.9
26	Cc1ccc(S(=O)(=O)n2cnc3cc([N+](=O)[O-])ccc32)c(C)c1	0	-7	-2	7	-1.5
27	Cc1ccc(NC(=S)NNC(=O)CSc2nnc(-c3ccc(Cl)cc3)n2C2CCCCC2)cc1	3	-12	6	0	-3.3
28	CC(C)(O)C#Cc1ccc(CNC[C@H]2O[C@@H](n3cnc4c(=O)[nH]c(N)nc43)[C@H](O)[C@@H]2O)s1	5	-1	.	.	.
29	COc1cc([N+](=O)[O-])ccc1NC(=O)COC(=O)CCS(=O)(=O)c1ccc(C)cc1	0	7	10	4	-2.1
30	COc1cc2cc(C(c3nnnn3Cc3ccc(F)cc3)N3CCCCCC3)c(=O)[nH]c2cc1OC (configuration not stated)	-3	-2	-1	-13	0.7

No.	Cardio protect	ABHD5-PLIN5 inh	m5-HT2A agonist	ABCB6 inh 2	SRC2 inh
16	5	4	4	90	-20
17	-7	-1	1	93	6
18	-3	4	-12	92	-27
19	0	-3	-5	96	5
20	3	1	6	98	-45
21	2	1	3	101	7
22	-29	-4	-3	123	71*
23	-1	0	7	99	20
24	31	0	2	80	34
25	6	5	1	96	12
26	2	4	9	102	-18
27	7	0	-8	98	-38
28	8	-5	-3	100	-4
29	-4	4	2	98	8
30	14	-1	4	92	.

# In the list so far, 5 contain two or more sulfur atoms:
No.	SMILES	N-glyco inh	NOD2-RIPK2 inh	MC4R antag cAMP	TLR9-MyD88 block	MC4R ag barr
1	COc1cccc(NC(=O)CSc2nnc(Cc3cccs3)n2-c2ccc(C)cc2)c1	-1	7	4	-8	0.2
21	Cn1c(SCC(=O)N2CCc3ccccc3C2)nnc1-c1cccs1	-1	2	3	-3	1.3
22	O=C1C(Nc2ccc(O)cc2)=C/C(=N/S(=O)(=O)c2cccs2)c2ccccc21	-19	-3	-23	-5	-2.4
25	CCN1C(=O)C(=Cc2cccc(OC)c2Oc2ccc([N+](=O)[O-])cc2[N+](=O)[O-])SC1=S	-21	3	4	-12	-1.9
27	Cc1ccc(NC(=S)NNC(=O)CSc2nnc(-c3ccc(Cl)cc3)n2C2CCCCC2)cc1	3	-12	6	0	-3.3

No.	Cardio protect	ABHD5-PLIN5 inh	m5-HT2A agonist	ABCB6 inh 2	SRC2 inh
1	-4	-2	-6	95	-5
21	2	1	3	101	7
22	-29	-4	-3	123	71*
25	6	5	1	96	12
27	7	0	-8	98	-38

# Additional compounds follow:
No.	SMILES	N-glyco inh	NOD2-RIPK2 inh	MC4R antag cAMP	TLR9-MyD88 block	MC4R ag barr
31	Cc1c(NC(=O)C2CCCN2S(=O)(=O)c2cccc3nsnc23)cccc1C(=O)O (configuration not stated)	2	-5	1	12	0.2
32	O=C(N/N=C/c1ccncc1)c1ccc2c(c1)OCO2	1	-4	-4	-2	-1.5
33	Cc1noc(C)c1CSc1nc2sc3c(c2c(=O)n1C)CCCC3	-3	-7	-26	-34	-1.2
34	C/C(CC(=O)Nc1ccc(C)cc1C)=N\NC(=O)C(C)C	3	2	1	4	-2.7
35	CCC(C)(C)n1nnnc1C(c1cc2cccc(C)c2[nH]c1=O)N1CCN(C(=O)c2ccco2)CC1 (configuration not stated)	0	-10	9	-11	-1.7
36	Cc1cc(C)cc(OCC(=O)OCC(=O)Nc2ccc(Cl)cn2)c1	1	4	-4	-3	0.5
37	CN(C)C1CN(Cc2cn(Cc3ccc(Cl)cc3)nn2)S(=O)(=O)C1 (configuration not stated)	.	-8	.	.	.
38	O=C(CCC(=O)c1cccs1)OCC(=O)c1ccccc1	0	-16	10	12	0.3
39	COc1ccccc1CNC(=O)C1CCN(S(=O)(=O)c2ccc3c(c2)C(C)(C)C(=O)N3C)CC1	0	-5	14	-5	-0.6
40	COc1ccc(NC(=O)Cc2cccs2)cc1S(=O)(=O)N1CCCCC1	2	1	7	-3	-1.6
41	Cc1ccc(-n2nnnc2SCC(=O)NC2CCS(=O)(=O)C2)c(C)c1 (configuration not stated)	6	2	-3	10	-2.5
42	COc1cccc(-c2ccnc3[nH]n(-c4ccccc4)c(=O)c23)c1	2	-4	-8	1	-0.5
43	CN(C)CCN(C(=O)/C=C/c1cccs1)c1nc2ccc(F)cc2s1	-3	-8	8	3	-0.1
44	CC(C)=CC(=O)OCC(=O)NC(=O)NC(C)(C)C	2	-11	3	4	-0.5
45	Cc1csc(CN(C)C(=O)CC2C(=O)NCCN2Cc2ccc(F)c(F)c2)n1 (configuration not stated)	2	-5	-3	6	0.4

No.	Cardio protect	ABHD5-PLIN5 inh	m5-HT2A agonist	ABCB6 inh 2	SRC2 inh
31	-10	8	10	100	9
32	-4	1	5	87	-35
33	-7	-6	8	94	-16
34	0	6	3	104	-17
35	2	-7	-3	99	3
36	-3	-2	-4	104	-6
37	.	1	2	101	-19
38	0	-11	3	95	2
39	11	-6	-2	99	-15
40	0	-7	-3	105	11
41	-8	2	5	97	2
42	-5	2	-5	100	-15
43	14	18	-7	95	11
44	2	-3	11	93	17
45	-2	5	9	106	-15

# The listing continues:
No.	SMILES	N-glyco inh	NOD2-RIPK2 inh	MC4R antag cAMP	TLR9-MyD88 block	MC4R ag barr
46	O=C(NCCN1CCN(c2ccccc2)CC1)C1CCN(S(=O)(=O)c2cccc3nsnc23)CC1	-2	0	3	-3	-1.9
47	O=C(Nc1ccc2c(c1)OCCO2)c1cc2sccc2n1Cc1ccccc1	-12	-3	10	-10	1.2
48	CC(=O)Nc1cccc(-c2ccnc3c2CC(C)(C(=O)Nc2ccccc2)O3)c1 (configuration not stated)	4	-3	11	.	1.2
49	CCOc1ccc(C(F)(F)F)cc1NC(C)=O	2	1	9	-4	-1.7
50	Cc1cc(C)c(NC(=O)CSc2nnc(CN3CCOCC3)n2C)c(C)c1	1	2	3	6	-1.3
51	O=C(CCS(=O)(=O)c1ccc2c(c1)NC(=O)CS2)NCCc1ccccc1	0	-8	-1	-7	-0.3
52	COc1ccc(S(=O)(=O)N(CCc2ccccc2)CC(=O)N2CCOCC2)cc1	1	-1	-3	-6	-0.8
53	CCOc1ccc(/C=N/NC(=O)c2nnn(-c3nonc3N)c2-c2ccc(OCC)cc2)cc1	3	-5	2	-1	-3.2
54	CCc1cccc(NC(=O)C2CCN(S(=O)(=O)c3c(C)noc3C)CC2)c1	-1	-11	6	-7	-2.1
55	O=C(O)c1ccccc1C(=O)OC1CC2CCC1C2 (configuration not stated)	1	9	5	0	-0.3

No.	Cardio protect	ABHD5-PLIN5 inh	m5-HT2A agonist	ABCB6 inh 2	SRC2 inh
46	-3	0	6	97	15
47	6	-8	-8	90	-13
48	20	6	7	91	-35
49	4	-8	-4	99	4
50	3	1	2	97	-3
51	3	1	-9	104	19
52	2	-10	-1	93	-16
53	2	1	3	99	-17
54	-3	3	-1	99	-7
55	2	-1	0	98	12
